Screening data: PubChem BioAssay, Broad Institute
FN deposition inh: fibronectin deposition inhibition. AH1F fibroblasts, Alexa488-fibronectin deposition fluorescence, overnight. inhibition, % at 12.6 µM. 350,000 compounds, 0.086% hits;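 active means mean inhibition across replicates of 30% or more, regardless of how many single replicates reach that level; inconclusive means mean under 30% yet at least half of replicates reach 30%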;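 further: positive control wells lacked labelled fibronectin entirely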
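Material – AH1F fibroblast monolayer, labelled fibronectin deposition · Reagent – labelled fibronectin 24 nM · Timing – 1 h adhesion, overnight exposure · Measured by – fluorescence at 485 nm excitation, 525 nm emission · Read-out – inhibition of fibronectin deposition signal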
CASP6 VEID inh: blocks human caspase-6 cleavage activity | P55212 | purified caspase-6, Z-VEID-R110 cleavage fluorescence | inhibition, % at 12.5 µM | 350,000 compounds, 0.53% hits | AID 686996;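 active means mean inhibition across replicates at least about 35%, with every replicate also reaching that limit, limit read from the data; inconclusive means only one of the two criteria met; inactive means neither criterion met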;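 further: 0% = median of neutral control wells and 100% = no fluorescence left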
Target sequence (P55212 24-179 limits assumed): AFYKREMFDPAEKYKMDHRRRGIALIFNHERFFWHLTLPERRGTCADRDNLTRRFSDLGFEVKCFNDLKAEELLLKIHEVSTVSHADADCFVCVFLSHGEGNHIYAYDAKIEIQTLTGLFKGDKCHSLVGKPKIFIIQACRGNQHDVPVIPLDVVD
Target sequence (P55212 194-293 limits assumed): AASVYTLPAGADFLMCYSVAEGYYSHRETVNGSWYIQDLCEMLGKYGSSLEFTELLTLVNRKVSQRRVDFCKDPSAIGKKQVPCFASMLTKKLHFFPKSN
esBAF inh: SWI/SNF esBAF complex inhibition; mouse ES cells, Bmi1-luciferase knock-in reporter, 24 h; 100% = twice the neutral-well signal; reporter increase, % at 12.5 µM; 350,000 compounds, 2% hits; AID 602393; in the data active means activation above about 40%; inconclusive means no clear call, values can overlap the other calls;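 further: 0% = median of the plate's neutral control wells and 100% = double that signal; a rise in the Bmi1 reporter signal indicates esBAF inhibition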
SIRT5 block: inhibitors of human sirtuin-5 desuccinylase; AID 652115; 330,000 compounds, 1.1% hits; inhibition, % at 15 µM; Purified SirT5, succinyl-peptide AMC, trypsin-coupled fluorescence; Q9NXA8; in the data active means inhibition above about 15%; inconclusive means no clear call, values can overlap the other calls
Target sequence (Q9NXA8 whole entry, looked up): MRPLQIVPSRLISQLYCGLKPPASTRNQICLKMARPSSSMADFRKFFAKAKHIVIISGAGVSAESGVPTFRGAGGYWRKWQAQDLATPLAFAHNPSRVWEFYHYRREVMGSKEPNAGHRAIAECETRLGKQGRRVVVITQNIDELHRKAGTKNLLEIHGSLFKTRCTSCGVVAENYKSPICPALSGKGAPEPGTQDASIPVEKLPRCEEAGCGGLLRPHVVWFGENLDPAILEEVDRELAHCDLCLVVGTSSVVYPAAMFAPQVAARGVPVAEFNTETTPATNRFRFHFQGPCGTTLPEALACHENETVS
LGR2 inh: inhibitors of bursicon-induced Drosophila LGR2 receptor cAMP signaling; HEK293 LGR2, CRE-luciferase, bursicon-stimulated, 4 h; inhibition, % at 9.99 µM; 380,000 compounds, 0.35% hits;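 active means drop in luminescence signal, shown as inhibition above about 50% in the replicate tests, limit read from the data, passing the limit was not always enough; inconclusive means probably only some replicates passing the limit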;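 further: agonist challenge used bursicon conditioned medium at about half maximal strength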
Statin myotox sup: suppressors of simvastatin-induced myotoxicity in C2C12 myotubes | ATP luminescence, 48 h; scaled: DMSO 0, geranylgeraniol control 100 | rescue of ATP level, % at 7.49 µM | 330,000 compounds, 0.78% hits;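 active means mean ATP rescue above about 67%, or every replicate alone reaching that limit, limit read from the data, passing the limit was not always enough; inconclusive means no clear call, values can overlap the other calls; inactive means mean under the limit and some replicate under it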;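 further: myotubes were challenged with 10 µM simvastatin during compound exposure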
S100A4 MyoIIA: blocks human S100A4 binding to myosin IIA peptide. S100A4/TAMRA-MyoIIA peptide fluorescence polarization. inhibition, % at 10.7 µM. 360,000 compounds, 0.14% hits;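 active means mean inhibition of at least 70% across replicates, with every replicate also reaching that level; inconclusive means mean inhibition reaches 70% but some replicates fall short; inactive means mean inhibition below 70%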
Target sequence (P26447 whole entry, looked up): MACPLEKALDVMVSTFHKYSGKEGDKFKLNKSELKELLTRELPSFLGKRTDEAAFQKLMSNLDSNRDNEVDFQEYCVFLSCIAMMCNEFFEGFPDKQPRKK
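incubation = readout 5 min after mixing, signal stable up to 60 min | system = S100A4 monomer protein | buffer or medium = HEPES pH 7.2 with CaCl2, KCl, NaCl, DTT, Triton | benchmarks = neutral control DMSO, positive control TFP | also added = fluorescent myosin IIA peptide, 5 nM | compound dosing = one concentration per compound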
* marks the source's active call; other numbers are inactive results; ? = inconclusive; · = not tested or not shown.

SMILES	FN deposition inh	CASP6 VEID inh	esBAF inh	SIRT5 block	LGR2 inh	Statin myotox sup	S100A4 MyoIIA
COc1ccc(NC(=O)Nc2ccc3c(c2)[C@@H]2C[C@H](CC(=O)N4CCN(C)CC4)O[C@@H](CO)[C@@H]2O3)cc1	·	1	1	-5	3	4	25
O=C(CCn1cnnn1)Nc1cccc(F)c1	2	0	·	2	-12	·	-3
O=C(C[C@@H]1C[C@@H]2c3cc(NC(=O)c4cccnc4)ccc3O[C@@H]2[C@@H](CO)O1)NCc1ccncc1	-12	1	0	1	-8	3	11
COc1cc(-c2c(C#N)c(N)nc3c2CCCC3)ccc1O	·	·	-2	·	2	-16	·
COC(=O)c1ccc2c(c1)sc(=NC(=O)CCS(=O)(=O)c1ccccc1)n2C	10	3	·	-1	3	·	-4
CC1CCCCC1NC(=O)CSc1nnc(CC(=O)Nc2ccccc2F)n1C (stereo not given)	-9	·	3	0	9	-5	-5
CCOC(=O)C1(Cc2cccc(Cl)c2)CCCN(C(=O)c2ccc(COC)s2)C1 (stereo not given)	-7	-1	4	1	-2	-12	-4
CC(Sc1nnc(-c2ccccc2F)n1C)C(=O)Nc1ccc(N2CCOCC2)cc1 (stereo not given)	4	1	-2	·	-5	3	-3
COc1cccc(NC(=O)C[C@H]2CC[C@@H]3[C@@H](COc4ccc(NC(=O)C5CCOCC5)cc4C(=O)N3C)O2)c1	-15	0	1	-3	1	-37	-4
CCN(C(=O)CCS(=O)(=O)c1cccc2nonc12)c1ccc(C)c(C)c1	10	-1	-8	-5	0	-5	2
C[C@@H]1CN([C@H](C)CO)S(=O)(=O)c2ccc(C#Cc3ccc(F)cc3)cc2O[C@H]1CN(C)S(=O)(=O)c1cn(C)cn1	·	2	13	0	21	3	-9
Cc1ccc(N(CC(=O)Nc2ccc3c(c2)OCCO3)S(=O)(=O)c2c(C)n[nH]c2C)cc1	-5	·	0	·	·	8	·
CC(O)(c1cccc(F)c1)c1nc(-c2cnc3ccccc3c2)cs1 (stereo not given)	-2	-1	35	-2	2	1	-12
CCS(=O)(=O)N1CCC2(CC1)CN(C(=O)c1cccc(F)c1)[C@@H](CO)c1c2c2ccc(OC)cc2n1C	-2	3	·	-7	-13	·	-5
CN(CCC(=O)Nc1ccc2c(c1)OCO2)Cc1ccccc1	·	·	-1	·	0	3	·
CCOc1ccc(N2C(=O)CC(NC3CCN(C(=O)c4cccs4)CC3)C2=O)cc1 (stereo not given)	0	15	·	2	-5	·	-4
CCOC(=O)c1ccc(NS(=O)C23CC4CC(CC(C4)C2)C3)cc1 (stereo not given)	-6	·	64*	·	·	-21	·
O=C(/C=C/c1cccc(Cl)c1)Nn1c(-c2cccs2)nc2ccccc2c1=O	3	0	-5	-2	25	13	8
COCC(=O)Nc1ccc2c(c1)C(=O)N(C)C[C@H](OC)[C@H](C)CN(Cc1ccncc1)[C@@H](C)CO2	12	-2	-4	7	14	16	10
CCOC(=O)c1ccc(NC(=O)CSc2nnc(CCc3ccc(C)o3)n2-c2ccccc2)cc1	·	·	-7	·	10	-18	·
CO[C@H]1CN(C)C(=O)c2ccc(NC(C)=O)cc2OC[C@H](C)N(S(C)(=O)=O)C[C@@H]1C	-10	-7	-6	-7	5	-7	1
C[C@@H]1CN([C@H](C)CO)C(=O)c2cc(NC(=O)Nc3cccc4ccccc34)ccc2O[C@@H](C)CCCCO[C@@H]1CN(C)S(=O)(=O)c1cccs1	·	·	1	·	0	29	·
Cc1ccc(-c2cc(C(=O)N/N=C/c3ccc([N+](=O)[O-])o3)c3ccccc3n2)o1	·	2	17	-2	-76	4	2
CNC[C@H]1Oc2ccc(NC(=O)CCC(F)(F)F)cc2CC(=O)N([C@@H](C)CO)C[C@@H]1C	4	1	-7	0	6	31	3
CCOC(=O)/C(C#N)=C/c1cn(CCC(=O)O)nc1-c1ccc(Cl)cc1	6	-1	·	1	7	·	2
CCc1ccc(NC(=S)N2CCC(NC(=O)C3CCCCC3)CC2)cc1	6	1	-1	1	16	0	-2
COc1ccc(CNC(=O)C[C@@H]2CC[C@@H](NC(=O)c3ccc4c(c3)OCO4)[C@@H](CO)O2)cc1	-8	0	0	-7	-3	1	-13
O=C1COc2ccc(C(=O)CSc3nnnn3-c3ccccc3)cc2N1	·	0	-13	-9	·	9	-2
COc1ccc2cc(-c3ccccc3)ncc2c1	7	4	2	·	?	-12	6
C[C@@H]1CN([C@@H](C)CO)C(=O)c2cc(NC(=O)c3ccncc3)ccc2O[C@H]1CN(C)Cc1ccc2c(c1)OCO2	·	-2	-1	-5	25	3	-1
C/C(=C\C(=O)c1cccnc1)Nc1ccc(O)cc1	5	·	40	·	·	16	·
CN(C)CC(=O)N1[C@H](C#N)[C@H](c2ccc(C#CC3CCCCC3)cc2)[C@@H]1CO	4	-2	-3	2	5	-15	3
CCn1c(=N)n(CC(=O)c2cccc([N+](=O)[O-])c2)c2ccccc21	-9	-5	·	-13	-102	·	-26
C[C@H](CO)N1C[C@H](C)[C@H](CN(C)C(=O)c2cc(-c3ccccc3)on2)OCc2cn(nn2)CCCC1=O	3	·	-1	·	10	0	·
COc1ccc(C(=O)C[n+]2cccc(C(N)=O)c2)cc1	5	1	2	-4	18	-2	-17
CO[C@@H]1CN(C)C(=O)c2cc(NC(=O)C3CC3)ccc2OC[C@H](C)N(CC2CCCC2)C[C@@H]1C	-1	-1	2	-5	8	12	-2
O=C(Nc1ccccc1)C(=O)Nc1ccccn1	-6	·	-44	·	65*	-6	·
CC1=C(C)CC(C(=O)NC2CCN(C(C)C)CC2)C(C(=O)O)C1 (stereo not given)	·	-7	·	-4	14	·	-2
CCN1CCN(C(=S)c2ccc([N+](=O)[O-])cc2)CC1	-1	-1	-1	3	-2	-8	-1
O=C(NC1CCCC1)C1C(c2ccccc2)=Nc2ccccc2N1C(=O)c1ccc(C(F)(F)F)cc1 (stereo not given)	-2	0	·	-3	-20	·	-3
C[C@@H]1CCCCO[C@@H](CN(C)C(=O)CCC(F)(F)F)[C@H](C)CN([C@@H](C)CO)C(=O)c2cc(NS(=O)(=O)c3cn(C)cn3)ccc2O1	·	2	8	-1	13	·	12
O=C(N[C@@H]1CC[C@H](CC(=O)N2CCCCC2)O[C@@H]1CO)c1cccc(F)c1	·	14	-5	-4	-5	0	-36
CC1(C)CC(=O)c2cn3ncnc3nc2C1	·	-12	2	0	6	27	-3
Cc1ccc(CC(=O)Nc2nccs2)cc1C	14	-1	7	-3	0	2	8
CC1CCC(N(C(=O)c2csnn2)C(C(=O)NC(C)(C)C)c2cccnc2)CC1 (stereo not given)	·	4	·	5	-5	·	-6
CCCn1c(SCC(=O)NC2CCCC2)nnc1C(C)C	3	-5	4	·	-2	-29	-3
CCCNC(=O)N1CC2(CN(CC3CCCCC3)C2)c2c(n(C)c3cc(OC)ccc23)[C@H]1CO	-8	0	·	5	-20	·	8
O=C(c1ccco1)N1CCN(C2CN(Cc3ccc([N+](=O)[O-])cc3)S(=O)(=O)C2)CC1 (stereo not given)	-1	0	-2	·	27	1	-5
CCNC(=O)C[C@H]1CC[C@H]2[C@@H](COc3ccc(NC(=O)Nc4ccccc4Cl)cc3C(=O)N2C)O1	0	0	·	-3	-8	·	0
Cc1cc(=O)oc2cc(OCC(=O)N3CCN(c4ccc(F)cc4)CC3)ccc12	-2	2	-5	-1	3	7	1
COc1ccc(OC)c(NC(=S)NCc2ccc(S(N)(=O)=O)cc2)c1	-9	1	-5	-3	7	8	2
O=C(COC(=O)Cc1c(F)cccc1Cl)NCc1ccc2c(c1)OCO2	0	0	-4	·	-9	4	-6
Cc1cccc(-n2c(O)c(C=Nc3ccccc3-c3n[nH]c(=S)[nH]c3=O)c3ccccc3c2=O)n1	-7	-1	7	3	-17	1	3
CCOC(=O)c1c(C)[nH]c(C(=O)COC(=O)[C@H](C)N2C(=O)C3CCCCC3C2=O)c1C (stereo not given in full)	-6	3	·	-1	7	10	1
COc1ccc(-c2noc(CN3CCN(C(=O)c4cccs4)CC3)n2)c(OC)c1OC	-8	1	-7	-2	-1	22	3
CCOc1ccc(NS(=O)(=O)c2ccc(C(=O)N3CCCC(C)C3)cc2)cc1 (stereo not given)	-1	6	-10	-2	22	9	-2
COCCCNC(=O)C1CC(=O)N(CCc2ccccc2)C1 (stereo not given)	5	·	-4	·	0	1	·
Cc1noc(C)c1S(=O)(=O)N(C)C[C@@H]1OCCCC[C@H](C)Oc2ccc(NC(=O)C3CCCCC3)cc2C(=O)N([C@@H](C)CO)C[C@@H]1C	·	-1	2	2	14	-22	-6
C[C@@H]1CN([C@H](C)CO)C(=O)c2cc(C#Cc3cccnc3)cnc2O[C@@H]1CN(C)C(=O)CC1CC1	-7	1	-6	5	1	5	-3
Cc1nc(-c2nc(-c3c(C(=O)NNC(=O)c4ccc(Cl)cc4)noc3C)cs2)cs1	1	-1	-8	-5	-3	7	-16

Three compounds from above, sorted by molecular weight, ascending:
SMILES	FN deposition inh	CASP6 VEID inh	esBAF inh	SIRT5 block	LGR2 inh	Statin myotox sup	S100A4 MyoIIA
O=C(COC(=O)Cc1c(F)cccc1Cl)NCc1ccc2c(c1)OCO2	0	0	-4	·	-9	4	-6
CCOc1ccc(NS(=O)(=O)c2ccc(C(=O)N3CCCC(C)C3)cc2)cc1 (stereo not given)	-1	6	-10	-2	22	9	-2
Cc1nc(-c2nc(-c3c(C(=O)NNC(=O)c4ccc(Cl)cc4)noc3C)cs2)cs1	1	-1	-8	-5	-3	7	-16

Continued.
SMILES	FN deposition inh	CASP6 VEID inh	esBAF inh	SIRT5 block	LGR2 inh	Statin myotox sup	S100A4 MyoIIA
CCCC(=O)Nc1ccc2c(c1)C(=O)N(C)[C@H]1CC[C@H](CC(=O)NC3CCCC3)O[C@@H]1CO2	-7	1	-6	-4	-7	0	15
CN(c1ccc(C(=O)Nc2ccc(Cl)cn2)cc1)S(=O)(=O)c1ccccc1	3	-3	13	·	16	-1	-2
CN(C)C(=O)c1ccc(-c2ccc([C@H]3[C@H](CO)N4C(=O)CN(C(=O)CC5CC5)C[C@@H]34)cc2)cc1	0	0	·	-3	-11	·	0
CCOc1ccc(C)cc1-n1nc2ccccc2n1	7	·	15	·	·	-7	·
CCOC(=O)c1cnc(SCCc2ccccc2)nc1N	-5	·	42*	·	·	-1	·
CCc1nc2c(OCc3ccccc3)cccn2c1N(C)C(=O)c1ccc(OC)cc1	·	-1	-3	-1	-21	0	-2
Cc1cccc(C(=O)NC(=S)Nc2ccc3[nH]c(=O)[nH]c3c2)c1	-10	2	·	1	-10	·	0
CN(C[C@@H]1[C@@H](c2ccccc2)[C@@H](CO)N1Cc1ccccn1)S(C)(=O)=O	1	·	1	-7	-15	-9	6
Cc1ccc(CSC(Nc2ccc(F)cc2)=C(C#N)C#N)cc1	4	1	·	0	·	·	4
COc1ccc(NC(=O)N[C@@H]2C=C[C@H](CC(=O)NC3CCC3)O[C@H]2CO)cc1	·	1	-8	3	-4	0	9
C[C@H](CO)N1C[C@H](C)[C@@H](CN(C)S(=O)(=O)c2cn(C)cn2)Oc2c(NC(=O)c3nc4ccccc4s3)cccc2C1=O	9	-1	-1	-1	-18	-43	-4
O=C(C[C@H]1C=C[C@H](NC(=O)c2ccc(F)cc2)[C@H](CO)O1)NCCc1ccccc1	8	-3	5	2	-5	0	9
CCCc1cc(=O)[nH]c(SCC(=O)Nc2ccccc2C#N)n1	·	·	1	·	-7	98*	·
CS(=O)(=O)c1ccc(Cl)c(NC(=O)COC(=O)CCc2c[nH]c3ccccc23)c1	-3	-2	-3	-1	4	10	-3
Cc1ccc(S(=O)(=O)Nc2ccc3ccccc3n2)cc1	1	4	·	0	-7	·	2

Only part of the results is shown; rates above refer to the full screens.
